Screening data: PubChem BioAssay, The Scripps Research Institute Molecular Screening Center
CHO-K1 Ca PAM – nonselective activator or artifact in parental CHO-K1 calcium assay | 360,000 compounds, 0.02% hits | ATP EC20, Fluo-8 calcium fluorescence; 0% at ATP EC20, 100% at ATP max | activation, % at 3 µM | AID 602247;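 active means activation above the run cutoff, the mean activation of all test compounds plus 3 SD, cut at about 40% in these data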;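 further: peak over basal fluorescence ratio in a 140 s read after ATP addition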
M4 PAM – potentiates acetylcholine response at human M4 receptor; P08173; CHO-K1 hM4/Gqi5, Fluo-8 calcium fluorescence, ACh EC20; 0% = ACh EC20, 100% = maximal ACh; activation, % at 3 µM; 360,000 compounds, 0.4% hits;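 active means activation above its plate's cutoff, the mean activation of sample wells plus 3 SD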; further: some results filed as inactive read as strong as hits
Target sequence (P08173 whole entry, looked up): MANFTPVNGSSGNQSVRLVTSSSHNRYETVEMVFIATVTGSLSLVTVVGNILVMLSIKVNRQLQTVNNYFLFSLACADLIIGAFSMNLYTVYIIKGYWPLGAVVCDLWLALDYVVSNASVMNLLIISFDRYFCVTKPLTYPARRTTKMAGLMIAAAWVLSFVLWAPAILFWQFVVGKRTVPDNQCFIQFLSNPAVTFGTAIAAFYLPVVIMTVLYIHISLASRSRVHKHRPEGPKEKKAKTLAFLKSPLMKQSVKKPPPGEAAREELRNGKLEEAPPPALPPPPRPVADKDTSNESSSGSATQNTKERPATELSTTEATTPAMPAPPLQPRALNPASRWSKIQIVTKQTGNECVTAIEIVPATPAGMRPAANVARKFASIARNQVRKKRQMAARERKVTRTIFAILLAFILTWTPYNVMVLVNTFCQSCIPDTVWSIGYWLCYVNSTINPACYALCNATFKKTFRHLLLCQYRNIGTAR
CHO-K1 Ca antag – M1 antagonist counterscreen hit in parental CHO-K1 cells; ATP-induced calcium, Fluo-8 fluorescence; 360,000 compounds, 0.6% hits; inhibition, % at 3 µM;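 active means inhibition above a per-plate cutoff, the plate's mean sample inhibition plus 3 SD, cut at about 24% in these data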;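 further: 0% = DMSO plus EC80 ATP and 100% = DMSO alone without ATP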
M4 ag – agonists of human muscarinic M4 receptor (CHRM4). P08173. CHO-K1 hM4/Gqi5, Fluo-8 calcium fluorescence; vehicle 0%, full acetylcholine response 100%. activation, % at 3 µM. 360,000 compounds, 0.14% hits. AID 624127;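 active means activation above the run mean over all test wells plus 3 SD, cut at about 32% in these data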;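 further: peak over basal fluorescence ratio per well then scaled between controls; 0% = DMSO wells and 100% = acetylcholine at EC100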
M5 antag – antagonists of human muscarinic M5 receptor (CHRM5). inhibition, % at 3 µM. 360,000 compounds, 0.59% hits. AID 624040. P08912. CHO-hM5 cells, Fluo-8 calcium fluorescence, ACh EC80;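 active means inhibition above a per-plate cutoff, the mean of that plate's test compounds plus 3 SD, cut at about 27% in these data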;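 further: 0% = acetylcholine EC80 with DMSO and 100% = DMSO without agonist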
Target sequence (P08912 whole entry, looked up): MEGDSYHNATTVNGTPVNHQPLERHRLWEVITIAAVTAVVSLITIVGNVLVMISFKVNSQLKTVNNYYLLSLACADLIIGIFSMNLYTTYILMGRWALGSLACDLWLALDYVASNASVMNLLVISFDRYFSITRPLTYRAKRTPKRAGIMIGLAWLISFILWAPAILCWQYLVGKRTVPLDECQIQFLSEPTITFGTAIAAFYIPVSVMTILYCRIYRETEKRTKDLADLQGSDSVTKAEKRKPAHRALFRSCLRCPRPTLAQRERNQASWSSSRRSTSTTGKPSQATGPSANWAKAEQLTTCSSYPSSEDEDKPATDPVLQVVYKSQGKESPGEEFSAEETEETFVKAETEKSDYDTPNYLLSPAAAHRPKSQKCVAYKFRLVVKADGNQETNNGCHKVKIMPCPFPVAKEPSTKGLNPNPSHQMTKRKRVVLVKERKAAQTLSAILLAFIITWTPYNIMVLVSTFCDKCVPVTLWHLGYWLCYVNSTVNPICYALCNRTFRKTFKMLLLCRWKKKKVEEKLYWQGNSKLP
M4 antag – blocks acetylcholine activation of human M4 receptor; P08173; inhibition, % at 3 µM; CHO-hM4 cells, ACh EC80, Fluo-8 calcium fluorescence; 360,000 compounds, 0.73% hits;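 active means inhibition above its plate's cutoff, the mean inhibition of sample wells plus 3 SD, cut at about 27% in these data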;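 further: 0% = acetylcholine EC80 with DMSO and 100% = DMSO without agonist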
CHO-K1 Ca ag – M1 agonist counterscreen hit in parental CHO-K1 cells; activation, % at 3 µM; Fluo-8 calcium fluorescence; scaled to maximal ATP response, vehicle zero; 360,000 compounds, 0.48% hits; in the data active means activation above about 15%;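 further: untransfected CHO-K1 host cells lacking M1 receptor as counterscreen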
M5 PAM – CHRM5 positive allosteric modulation; AID 624038; activation, % at 3 µM; CHO-K1 hM5, Fluo-8 calcium, ACh EC20 PAM; 0% = ACh EC20, 100% = ACh EC100; 360,000 compounds, 0.3% hits; P08912;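 active means activation above the run cutoff, the mean activation of all test compounds plus 3 SD, cut at about 18% in these data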
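system = human M5 receptor in CHO-K1 cells | compound = one concentration, 3 µM final (nominal) | schedule = Post-acetylcholine fluorescence recording 140 s | signal = Fluo-8 calcium dye fluorescence, kinetic read | benchmarks = low control EC20 acetylcholine (0%), high control EC100 acetylcholine (100%) | repeats = singlicate, one well per test compound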
CHRM5 agonist – agonists of human muscarinic M5 receptor (CHRM5); CHO-K1 hM5 cells, Fluo-8 calcium fluorescence; 0% DMSO wells, 100% maximal acetylcholine response; activation, % at 3 µM; 360,000 compounds, 0.19% hits;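 active means activation above the run's mean over test compounds plus 3 SD, cut at about 23% in these data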;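 further: signal is peak over basal fluorescence ratio across the kinetic read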
* marks the source's active call; other numbers are inactive results.

SMILES | CHO-K1 Ca PAM | M4 PAM | CHO-K1 Ca antag | M4 ag | M5 antag | M4 antag | CHO-K1 Ca ag | M5 PAM | CHRM5 agonist
CCCOc1ccc2cc(-c3ccccn3)c(=O)oc2c1 | 16 | -6 | -8 | 3 | 0 | -4 | 1.2 | 3 | 2
CCc1ccc(N=C2NC(=O)CS2)cc1 | 15 | 0 | -6 | 0 | -1 | 0 | -0.1 | 9 | 2
COc1cc(C)c(CN2CCCCC2CO)cc1C (stereo unspecified) | -7 | 2 | 17 | 0 | -6 | -2 | -0.2 | -1 | 2
CCOC(=O)c1c(NC(=S)N2CCN(C)CC2)sc2c1CCN(C(=O)OCC)C2 | 5 | 12* | -16 | -1 | -1 | -26 | 0.2 | 7 | 5
O=C(OCc1nnc(-c2ccccc2)o1)c1ccc(Cl)cc1 | 5 | -2 | 11 | 0 | 1 | -5 | 0.5 | -2 | -3
Cc1ccccc1NC(=O)NC1(C(=O)N2CCN(C)CC2)CCCCC1 | 6 | 7 | 0 | 0 | 1 | -1 | 4.7 | 3 | -3
CN(C)c1ccc(-c2nnc(SCC3CCCO3)n2C)cc1 (stereo unspecified) | 18 | 4 | -17 | 0 | 7 | 6 | 1.3 | 3 | 2
COc1ccc(/C(C)=N/N=C2/NC(=O)CC(C(=O)O)S2)cc1 (stereo unspecified) | 11 | -8 | 1 | 8 | 0 | -1 | 2.2 | -6 | 1
COc1ccccc1N1CCN(/N=C\c2ccc(C)o2)CC1 | 12 | -5 | -9 | -2 | 4 | 10 | 0.3 | 14 | -4
NC(=S)NN=Cc1nccc2c(N)cccc12 | 7 | 1 | -5 | 0 | 3 | 4 | 1.7 | 2 | 0
O=C(Cn1nc(Cc2cccnc2)c2ccccc2c1=O)NCc1ccc2c(c1)OCO2 | -4 | -4 | -12 | 3 | 10 | -7 | 0.2 | -13 | 2
O=C(Cn1cnc2ccccc21)Nc1ccc(SC(F)F)cc1 | 5 | -7 | 17 | 13 | 21 | 21 | 8.2 | -11 | 9
CCCOc1ccc(N2C(=O)CC(N3CCCC(C(=O)N4CCCC4)C3)C2=O)cc1 (stereo unspecified) | -3 | 8 | 5 | 0 | -3 | 1 | -0.1 | -1 | 0
O=C(CSc1nnnn1C1CC1)N1CCN(c2ccc(O)cc2)CC1 | 16 | 3 | 1 | 0 | 1 | -6 | 0.5 | 1 | 1
COc1cc(CN2CCN(Cc3cccc(OC)c3OC)CC2)cc(OC)c1 | 12 | 1 | -11 | 0 | 12 | 2 | 2.2 | -3 | -3
CC(CCc1ccccc1)NC(=O)CN1CCN(c2ccc(O)cc2)CC1 (stereo unspecified) | 14 | -1 | -10 | 0 | 6 | 2 | 0.5 | 3 | 3
Cc1ccc(C#CC[N+]2(C)CCCCC2)cc1 | 16 | -6 | -12 | 1 | -1 | 2 | 0.5 | -12 | -18
Cc1ccc(NC(=O)C2=CCN(S(=O)(=O)c3ccc(F)cc3)CC2)c(C)c1 | 10 | -2 | -6 | 0 | 3 | -4 | 0.1 | -7 | 1
COc1ccc(NC(=O)Nc2ccc3c(c2)CCC3)cc1 | -7 | 4 | 0 | 4 | 1 | -17 | 0.5 | -5 | -6
CC(=O)c1cccc(OCc2cc(C(=O)N3C[C@@H](C)O[C@@H](C)C3)no2)c1 | 9 | 6 | 59* | 3 | 13 | -6 | 1.3 | -4 | -2
COC(=O)[C@@]12CCCCN1[C@H](c1ccc(-c3ccc(F)cc3)c(OC)c1)[C@@H]1C(=O)N(C)C(=O)[C@@H]12 | 15 | 1 | -14 | 1 | 3 | 8 | 0.5 | 0 | 1
COc1cc(Cl)ccc1OCc1cc(C(=O)N2C[C@H]3CC[C@H]2C3)no1 | 19 | 1 | -11 | 3 | -8 | -4 | 0.4 | 9 | -1
O=C(NCCc1nccs1)C1CCC(=O)N(Cc2cccc(C(F)(F)F)c2)C1 (stereo unspecified) | -1 | -1 | -3 | 1 | 4 | 0 | 1.0 | 2 | -3
O=c1ccc2cc(S(=O)(=O)Nc3ccccc3F)ccc2o1 | -6 | 3 | -6 | 0 | 15 | -5 | 0.0 | 0 | -7
CCc1ccc(NC(=O)CCCOc2cc(=O)n(C)c3ccccc23)cc1 | 17 | 2 | -6 | -1 | -7 | 5 | 0.2 | -4 | 4

Next entries follow.
SMILES | CHO-K1 Ca PAM | M4 PAM | CHO-K1 Ca antag | M4 ag | M5 antag | M4 antag | CHO-K1 Ca ag | M5 PAM | CHRM5 agonist
Cc1nc2ccc(Cl)cc2[nH]1 | -8 | 1 | -10 | 0 | -1 | 0 | 0.1 | 4 | 1
Nc1ccccc1SC1CC(=O)N(Cc2ccccc2)C1=O (stereo unspecified) | -12 | -7 | 21 | 1 | 4 | 7 | -0.9 | -1 | -1
COc1cc(OC)cc(C(=O)Nc2ccc(S(=O)(=O)Nc3cnc4ccccc4n3)cc2)c1 | 17 | -3 | -11 | 0 | -8 | 3 | 0.5 | 12 | -4
CCC(C)NC(=O)Nc1ccccc1C (stereo unspecified) | 8 | 13 | 2 | 0 | -5 | -2 | 0.4 | 0 | -1
Cc1ccc(C(O)P(=O)(OC(C)C)c2ccc(N(C)C)cc2)cc1 (stereo unspecified) | 19 | -2 | -10 | 1 | 5 | -7 | 0.6 | 1 | -8
COc1ccc(CC(=O)c2ccc(O)cc2O)cc1 | -11 | 2 | 12 | 2 | -2 | -7 | 0.9 | -1 | 0
CCCCCNCc1cccn1C | 5 | 17 | 0 | 0 | 5 | -12 | 0.1 | 1 | -1
Cc1nc(NCCc2ccccc2F)c(C#N)c(C)c1[N+](=O)[O-] | 13 | 2 | -6 | -3 | -7 | -1 | 0.7 | 1 | -6
COc1ccccc1C(=O)NC(CCSC)C(=O)NCc1ccncc1 (stereo unspecified) | 11 | 3 | -14 | 1 | 10 | 7 | 1.6 | -4 | 1
Cc1cc(C)n2nc(SC3CCCCN(C(=O)c4ccc(F)cc4)C3=O)nc2n1 (stereo unspecified) | 23 | -3 | -13 | 1 | 2 | -9 | 0.4 | 2 | -5
CCCN(C(=O)CSc1nc2cc(S(=O)(=O)N(CC)CC)ccc2o1)C1CCS(=O)(=O)C1 (stereo unspecified) | -3 | 1 | 6 | 2 | 3 | 4 | 1.2 | 1 | 4
CC1(C)Cc2c(sc(NC(=O)c3ccc4ncsc4c3)c2C(N)=O)C(C)(C)N1 | 20 | 8 | -2 | 0 | 8 | 1 | 1.9 | -3 | -2
CCOc1cc(C2C(C(=O)c3ccc(C)cc3)=C(C(=O)OC)Nc3nnnn32)ccc1O (stereo unspecified) | -3 | -1 | 6 | 1 | 3 | 9 | 1.3 | -4 | -1
COc1cc(/C=C(\C#N)C(=O)N2CCOCC2)ccc1OCc1ccccc1 | 19 | 3 | -11 | 4 | 7 | 8 | 3.2 | 10 | 8
CCOC(=O)c1cc(C)sc1NC(=O)CN1CCN(C(=O)C2CCCO2)CC1 (stereo unspecified) | -7 | -4 | 0 | 1 | 6 | -1 | -0.2 | 0 | -1
CC1CCC(NC(=O)C2c3ccccc3C(=O)N2Cc2ccc3c(c2)OCO3)CC1 (stereo unspecified) | 22 | 12 | -21 | 1 | -7 | -6 | 1.4 | 8 | 5
COc1ccc(S(=O)(=O)N(C)C[C@@H]2Oc3c(NS(C)(=O)=O)cccc3C(=O)N([C@@H](C)CO)C[C@H]2C)cc1 | 17 | 0 | -17 | 1 | -4 | -1 | 0.5 | -1 | -1
Cc1cccn2c(=O)c(/C=C3\SC(=S)NC3=O)c(NCCCN3CCOCC3)nc12 | 14 | -14 | -5 | 3 | -4 | -5 | 5.5 | 7 | 9
COc1ccc(/C=C\C(=O)NCC(=O)N/N=C/c2ccc(O)cc2O)cc1 | 15 | -4 | -8 | -1 | 21 | 15 | -0.4 | -6 | -3
Cc1ccccc1Cn1c(=O)[nH]c2ccccc21 | -9 | 3 | 14 | 2 | 0 | -8 | 0.0 | -5 | 3
Cc1cc(S(=O)(=O)N2CCCOC2CNC(=O)C(=O)NCCCN2CCOCC2)ccc1F (stereo unspecified) | -4 | -2 | 2 | 1 | -21 | 5 | -0.1 | 9 | -3
CN(CC(=O)Nc1ccccc1Cl)C(=O)CN1C(=O)NC(c2ccccc2)(c2ccccc2)C1=O | 15 | 7 | -11 | 6 | -7 | -13 | 3.0 | 9 | 11
CN1C(=O)N(CC(=O)N2CCN(S(=O)(=O)Cc3ccccc3)CC2)C(=O)C12CCCCC2 | 17 | 4 | -18 | 2 | 4 | 1 | 1.8 | -2 | 3
CCCCCc1c(-c2ccc(OC)cc2)ncn1CCc1ccccc1OC | 7 | -12 | -4 | 10 | 17 | 34* | 5.1 | -22 | 2
CC(NC(=O)c1cc2cc(Br)ccc2oc1=N)c1ccccc1 (stereo unspecified) | 13 | -2 | -7 | 1 | 1 | -2 | 1.4 | 4 | -2

4 compounds from above, arranged by number of heavy atoms, high to low.
SMILES | CHO-K1 Ca PAM | M4 PAM | CHO-K1 Ca antag | M4 ag | M5 antag | M4 antag | CHO-K1 Ca ag | M5 PAM | CHRM5 agonist
Cc1nc(NCCc2ccccc2F)c(C#N)c(C)c1[N+](=O)[O-] | 13 | 2 | -6 | -3 | -7 | -1 | 0.7 | 1 | -6
COc1ccc(CC(=O)c2ccc(O)cc2O)cc1 | -11 | 2 | 12 | 2 | -2 | -7 | 0.9 | -1 | 0
Cc1ccccc1Cn1c(=O)[nH]c2ccccc21 | -9 | 3 | 14 | 2 | 0 | -8 | 0.0 | -5 | 3
CCCCCNCc1cccn1C | 5 | 17 | 0 | 0 | 5 | -12 | 0.1 | 1 | -1

Remaining list, next part
SMILES | CHO-K1 Ca PAM | M4 PAM | CHO-K1 Ca antag | M4 ag | M5 antag | M4 antag | CHO-K1 Ca ag | M5 PAM | CHRM5 agonist
CC[C@H](C)[C@H]1CNC(=S)N1CC1CCN(CCCCc2ccccc2)CC1 | 1 | -15 | -5 | 1 | 20 | 37* | 1.1 | -18 | -3
O=C1CCCC/C=C\C[C@H](CC(=O)N(CCO)Cc2ccccc2)C(=O)N[C@@H](Cc2ccccc2)CO1 | -6 | 0 | -13 | 3 | 16 | -10 | -0.1 | -3 | -4
CCN(CC)S(=O)(=O)c1ccc2[nH]c(=O)cc(C(=O)Nc3ccc(C)cc3)c2c1 | 7 | -8 | -15 | 0 | 6 | -2 | 0.3 | 4 | 0
Brc1cccc(-c2nc3ccc(Br)cn3c2Cc2ccccc2)c1 | 8 | -1 | -19 | -1 | 2 | -8 | 0.7 | 2 | 0
CCOC(=O)N1CCC(NC(=O)CS(=O)(=O)Cc2nc(-c3ccccc3C)oc2C)CC1 | -9 | 4 | 7 | 4 | 0 | -24 | 1.1 | -7 | 3
CC(=O)C(Sc1nn(C)c(=S)s1)C(=O)Nc1ccccc1 (stereo unspecified) | 11 | 2 | -5 | 1 | -8 | 6 | 0.1 | -2 | -1
COCCN1C(=O)CCC1(C)C(=O)NC1CCCCC1 (stereo unspecified) | -1 | 4 | 5 | 1 | 1 | -6 | 0.0 | 0 | 3
COc1ccc2oc(=O)c(C(=O)Nc3ccccc3O)cc2c1 | -12 | 6 | 3 | 4 | 1 | 0 | 1.4 | -4 | 0
CCCCC(=O)Nc1ccc(C(=O)NCCc2ccccc2)cc1 | -10 | 4 | 13 | 1 | -6 | 5 | 0.2 | -4 | -1
Cc1cc(C)c(COc2ccc(/C=N/n3c(C)n[nH]c3=S)cc2)c(C)c1 | -14 | -4 | 15 | -2 | 7 | 6 | -0.5 | 1 | -5
